Bioassay records deposited in PubChem BioAssay by several laboratories.
BioA inh: BioA (M. tuberculosis) enzyme inhibition; purified M. tuberculosis BioA enzyme, plate reader; inhibition, % at 9.99 µM; 360,000 tested, 0.096% active; AID 602481; in the data active = inhibition above about 40%; inconclusive = no clear call, values can overlap the other calls
PrPC surface inh: cell surface PrPC inhibition, primary TR-FRET screen. inhibition, % at 13.8 µM. P04156. TR-FRET read-out. AID 720596. 370,000 tested, 0.43% active; in the data active = inhibition above about 24%; also: 0% = median of the test wells and 100% = reference compound wells
Mtb UGM inh: blocks M. tuberculosis UGM enzyme. inhibition, % at 10 µM. purified UGM, fluorescence polarization probe displacement. 320,000 tested, 0.06% active. P9WIQ1; in the data active = inhibition above about 10%, passing the limit was not always enough; inconclusive = no clear call, values can overlap the other calls
Target sequence (P9WIQ1 whole entry, looked up): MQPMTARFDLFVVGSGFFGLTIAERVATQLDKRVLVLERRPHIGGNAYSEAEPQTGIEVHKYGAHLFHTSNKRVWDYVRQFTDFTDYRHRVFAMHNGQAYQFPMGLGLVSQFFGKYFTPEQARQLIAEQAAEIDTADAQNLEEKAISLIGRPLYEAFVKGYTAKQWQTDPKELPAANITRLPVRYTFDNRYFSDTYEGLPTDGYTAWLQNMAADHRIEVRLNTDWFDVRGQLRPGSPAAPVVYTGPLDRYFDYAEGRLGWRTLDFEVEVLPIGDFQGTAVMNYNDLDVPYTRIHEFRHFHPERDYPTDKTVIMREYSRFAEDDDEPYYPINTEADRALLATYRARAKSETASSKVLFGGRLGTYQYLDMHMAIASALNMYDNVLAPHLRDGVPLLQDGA
GDH-TPI inh: inhibits GDH-TPI coupling enzymes, artifact for Mtb FBA screen; 360,000 tested, 1.2% active; inhibition, % at 4.8 µM; AID 588335; GDH-TPI coupled enzyme counterscreen, NADH absorbance;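 also: 0% = DMSO wells and 100% = wells lacking the enzyme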
BoNT-F LC inh: inhibitors of Botulinum neurotoxin F light chain protease | Multiplex microsphere protease cleavage assay, flow cytometry | inhibition, % at 10 µM | 360,000 tested, 0.22% active; in the data active = inhibition above about 35%, passing the limit was not always enough; inconclusive = no clear call, values can overlap the other calls; also: plate controls were buffer without enzyme for full effect and enzyme alone for no effect
CCHF vOTU inh: blocks the CCHF virus ovarian tumor domain protease; CCHFV vOTU protease, Pep-AMC fluorescence; inhibition, % at 11.5 µM; 370,000 tested, 0.55% active; AID 651958; also: 0% = vehicle wells with enzyme and 100% = no enzyme wells
Mtb FBA inh: inhibitors of M. tuberculosis fructose-bisphosphate aldolase. P9WQA3. purified M. tuberculosis FBA, fluorescence read-out. inhibition, % at 1 µM. 360,000 tested, 2.3% active; in the data active = inhibition above about 27%;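 also: 0% = vehicle and 100% = reference inhibitor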
Target sequence (P9WQA3 whole entry, looked up): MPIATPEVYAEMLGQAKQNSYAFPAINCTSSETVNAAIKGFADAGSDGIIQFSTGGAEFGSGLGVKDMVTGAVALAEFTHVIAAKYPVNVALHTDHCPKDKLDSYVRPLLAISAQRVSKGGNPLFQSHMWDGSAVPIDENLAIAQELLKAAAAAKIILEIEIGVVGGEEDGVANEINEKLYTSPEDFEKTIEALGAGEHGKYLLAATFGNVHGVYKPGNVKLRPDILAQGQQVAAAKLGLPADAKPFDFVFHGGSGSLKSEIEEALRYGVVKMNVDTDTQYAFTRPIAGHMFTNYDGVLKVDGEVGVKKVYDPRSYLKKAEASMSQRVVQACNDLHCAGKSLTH
FadD28 binding: inhibitors of Mycobacterium tuberculosis FadD28 bisubstrate binding. FadD28 bisubstrate probe binding, fluorescence polarization. inhibition, % at 12.5 µM. 360,000 tested, 0.22% active. AID 588549; in the data active = inhibition above about 8.5%, passing the limit was not always enough; inconclusive = no clear call, values can overlap the other calls
BoNT-A LC inh2: blocks Botulinum neurotoxin A light chain protease. multiplex microsphere protease substrate cleavage, flow cytometry. inhibition, % at 10 µM. 360,000 tested, 0.17% active. AID 588499; in the data active = inhibition above about 30%; inconclusive = no clear call, values can overlap the other calls; also: plate controls were buffer without enzyme for full effect and enzyme alone for no effect
* marks the source's active call; other numbers are inactive results; u = inconclusive; x = not tested or not shown. Rule as the data show it, unless noted: active = inhibition above about 30%; inactive = the rest. Compounds as they come; about 4.8% have a hit in one of these screens.

Sample of the layout:
No.	SMILES	BioA inh	PrPC surface inh	Mtb UGM inh	GDH-TPI inh	BoNT-F LC inh
1	CCOC(=O)CC1C(=O)NCCN1C(=S)NC(=O)c1ccccc1OC (stereo not drawn)	0.8	1	0.7	3	-3
2	COc1ccc(N2CCN(C(=O)c3cc(-c4ccc(F)cc4)[nH]c3C)CC2)cc1	-2.8	-3	-1.9	-1	-6
3	OCCC1CN(Cc2nc(-c3ccccc3)cs2)CCN1CCc1ccccc1 (stereo not drawn)	x	-11	-3.1	3	-5
4	O=C1C2CCCN2C(c2ccccc2)N1c1ccc(Cl)cc1 (stereo not drawn)	0.9	6	-0.3	2	8
5	Cc1ccc(C(=O)C[n+]2cccc3ccccc32)cc1	-1.1	-21	-1.9	13	53*
6	CC(C)n1cnc2c(NCc3ccccc3)cc(N[C@H](C)CO)cc21	1.4	x	4.6	8	-25
7	Cc1ccc(-c2noc(CN3CCCCC3)n2)cc1	0.5	8	0.6	6	-5
8	COc1ccc(S(=O)(=O)CCC(=O)NCCc2ccc(C)cc2)cc1	-0.1	3	1.2	8	1
9	CCCNC1=CC(=O)CC(C)(C)C1	x	-5	3.4	-8	0
10	CN(C(=O)c1ccc(F)cc1)c1ccc(OCC(=O)Nc2ccccc2C(=O)O)cc1	0.9	0	3.8	10	-5
11	COc1ccc(C(=O)Nc2ccccc2C(=O)NC2CC2)c(OC)c1OC	2.5	-3	x	-8	-1
12	CN(C)CCN(CC1CCCN(Cc2ccccc2F)C1)C(=O)Cc1ccccc1F (stereo not drawn)	-0.9	0	0.5	-2	x
13	COc1ccc(C(C)NC(=O)C2CCCC2)cc1OC (stereo not drawn)	0.3	9	2.4	0	16

No.	CCHF vOTU inh	Mtb FBA inh	FadD28 binding	BoNT-A LC inh2
1	17	0	-0.5	-2.5
2	9	-1	-1.3	-1.8
3	0	-1	-3.7	0.3
4	7	-1	-3.4	0.9
5	5	6	-0.8	11
6	x	2	-1.1	3.1
7	-1	-1	0.5	-0.8
8	-1	2	-0.5	-0.1
9	2	4	-1.2	-0.2
10	6	0	-1.1	0.9
11	-126	-1	-1.2	0.1
12	-2	2	0.2	x
13	16	1	-2.6	-0.8

All compounds of this part, from the start:
No.	SMILES	BioA inh	PrPC surface inh	Mtb UGM inh	GDH-TPI inh	BoNT-F LC inh
1	CCOC(=O)CC1C(=O)NCCN1C(=S)NC(=O)c1ccccc1OC (stereo not drawn)	0.8	1	0.7	3	-3
2	COc1ccc(N2CCN(C(=O)c3cc(-c4ccc(F)cc4)[nH]c3C)CC2)cc1	-2.8	-3	-1.9	-1	-6
3	OCCC1CN(Cc2nc(-c3ccccc3)cs2)CCN1CCc1ccccc1 (stereo not drawn)	x	-11	-3.1	3	-5
4	O=C1C2CCCN2C(c2ccccc2)N1c1ccc(Cl)cc1 (stereo not drawn)	0.9	6	-0.3	2	8
5	Cc1ccc(C(=O)C[n+]2cccc3ccccc32)cc1	-1.1	-21	-1.9	13	53*
6	CC(C)n1cnc2c(NCc3ccccc3)cc(N[C@H](C)CO)cc21	1.4	x	4.6	8	-25
7	Cc1ccc(-c2noc(CN3CCCCC3)n2)cc1	0.5	8	0.6	6	-5
8	COc1ccc(S(=O)(=O)CCC(=O)NCCc2ccc(C)cc2)cc1	-0.1	3	1.2	8	1
9	CCCNC1=CC(=O)CC(C)(C)C1	x	-5	3.4	-8	0
10	CN(C(=O)c1ccc(F)cc1)c1ccc(OCC(=O)Nc2ccccc2C(=O)O)cc1	0.9	0	3.8	10	-5
11	COc1ccc(C(=O)Nc2ccccc2C(=O)NC2CC2)c(OC)c1OC	2.5	-3	x	-8	-1
12	CN(C)CCN(CC1CCCN(Cc2ccccc2F)C1)C(=O)Cc1ccccc1F (stereo not drawn)	-0.9	0	0.5	-2	x

No.	CCHF vOTU inh	Mtb FBA inh	FadD28 binding	BoNT-A LC inh2
1	17	0	-0.5	-2.5
2	9	-1	-1.3	-1.8
3	0	-1	-3.7	0.3
4	7	-1	-3.4	0.9
5	5	6	-0.8	11
6	x	2	-1.1	3.1
7	-1	-1	0.5	-0.8
8	-1	2	-0.5	-0.1
9	2	4	-1.2	-0.2
10	6	0	-1.1	0.9
11	-126	-1	-1.2	0.1
12	-2	2	0.2	x

Carrying on:
No.	SMILES	BioA inh	PrPC surface inh	Mtb UGM inh	GDH-TPI inh	BoNT-F LC inh
13	COc1ccc(C(C)NC(=O)C2CCCC2)cc1OC (stereo not drawn)	0.3	9	2.4	0	16
14	C=CCOc1ccc(CNCc2cccnc2)cc1OCC	13	3	1.6	3	-56
15	CC1Cc2ccccc2N1C(=O)COC(=O)/C=C/c1cccc(F)c1 (stereo not drawn)	-1.5	4	-5.6	1	-2
16	COC(=O)c1ccc(N=C(c2ccccc2)c2c(O)n(C)c(=O)n(C)c2=O)cc1	-1.2	14	1.1	15	-10
17	O=C(c1ccncc1)N1N=C(c2ccc(Cl)cc2)CC1c1ccccc1O (stereo not drawn)	10	-9	-1.1	-3	-6
18	CCC1CCCCN1S(=O)(=O)c1ccc(NC(=O)C2CCCO2)cc1 (stereo not drawn)	-0.2	5	-2.1	-4	2
19	CC(=O)c1ccc(NC(=O)CSc2nnc(Cn3c(=O)sc4ccccc43)n2C)cc1	-0.6	-4	1.1	1	0
20	CC(C)c1cc(C(=O)N/N=C/c2ccco2)n[nH]1	0.3	1	1.3	9	-11
21	CN1c2ccsc2/C(=N/Nc2ccccc2)CS1(=O)=O	1.7	-8	1.2	8	-12
22	O=C(CN1C(=O)NC2(CCCC2)C1=O)Nc1nc2c(F)cc(F)cc2s1	-0.2	-2	2.4	3	0
23	Cc1ccsc1CNC(=O)C1(C)CCN1C(=O)C(C)C (stereo not drawn)	-1.8	7	x	2	4
24	CC(=O)Nc1ccc(NC(=O)c2ccc(COc3ccc(C)cc3)o2)cc1	-2.4	2	0.1	10	u

No.	CCHF vOTU inh	Mtb FBA inh	FadD28 binding	BoNT-A LC inh2
13	16	1	-2.6	-0.8
14	-11	2	-0.1	-2.2
15	2	3	-0.8	0.2
16	-6	3	-0.1	-0.4
17	7	0	-11	-1.8
18	3	-1	-0.5	1.1
19	6	1	-3.2	-0.3
20	12	-1	-4.9	-1.1
21	9	0	1.0	1.3
22	3	2	-1.0	2.0
23	16	4	-1.1	0.2
24	-1	-1	-2.4	1.9

The list goes on:
No.	SMILES	BioA inh	PrPC surface inh	Mtb UGM inh	GDH-TPI inh	BoNT-F LC inh
25	COc1ccc(NC(=S)N(Cc2ccccn2)Cc2ccccc2Cl)cc1	-0.1	7	1.5	-1	-6
26	O=C(OCC(=O)N(Cc1ccccc1)Cc1ccccc1)c1ccccc1O	-0.5	-7	1.5	-7	9
27	CCCNC(=O)C1(C)CCCN(C(=O)COc2ccc(C(C)(C)C)cc2)C1 (stereo not drawn)	-0.1	-4	x	-1	-4
28	Cc1ccc(-n2cccc2C(=S)N=P(N(C)C)(N(C)C)N(C)C)cc1	-0.8	-1	-3.3	24	3
29	O=C(Nc1ccc(N2CCOCC2)cc1)c1csc([C@@H]2C[C@H](O)[C@@H](CO)O2)n1	-1.1	0	x	6	-6
30	Cc1ccc(N(C(=O)c2snc(C(N)=O)c2N)C(C(=O)NCC2CCCO2)c2c[nH]c3ccccc23)cc1 (stereo not drawn)	x	15	-2.0	4	14
31	COc1cc(OC)cc(OC(=O)C2CCN(C(=O)c3ccc(Cl)cc3)CC2)c1	-2.5	0	-1.1	-1	-3
32	CC(C)n1cc(CN2CCCC(CO)(Cc3cccc(Cl)c3)C2)cn1 (stereo not drawn)	1.9	4	0.4	0	-10
33	O=C(CNC(=S)N(CCCN1CCOCC1)Cc1cccs1)NC1CCCCC1	x	-7	-1.8	4	-3
34	O=C(C1CCCCC1)N1C[C@H](O)[C@@H](n2cc(C3CC3)nn2)C[C@@H]1c1ccccc1	-0.7	-3	x	6	-7
35	Cc1ccc(C(=O)Nc2ccccn2)cc1S(=O)(=O)N1CCOCC1	0.2	2	-1.7	-4	-9
36	CC1Cc2ccccc2N1C(=O)CSCC(=O)O (stereo not drawn)	-0.7	0	-0.5	6	-9

No.	CCHF vOTU inh	Mtb FBA inh	FadD28 binding	BoNT-A LC inh2
25	2	-2	-1.3	-1.3
26	4	9	-5.1	3.7
27	3	0	-2.3	0.0
28	-6	-2	-6.0	0.7
29	-2	0	-1.0	-0.4
30	-11	1	-1.4	4.9
31	8	2	-0.5	-0.6
32	-7	3	0.0	0.0
33	-2	2	0.7	-0.2
34	7	1	-1.5	-0.2
35	-9	-1	-1.7	-11
36	5	2	0.4	0.2

Going on with the list:
No.	SMILES	BioA inh	PrPC surface inh	Mtb UGM inh	GDH-TPI inh	BoNT-F LC inh
37	Cc1cc(N2C(=O)CC(Cc3ccccc3)C2=O)no1 (stereo not drawn)	1.0	2	0.5	-5	-2
38	COCCn1cnc2c(c1=O)c1nc3ccccc3nc1n2/N=C/c1ccc(OC)c(OC)c1	x	-5	0.0	29	u
39	COCCOC(=O)c1c(C)oc2cc(Br)c(OCC(N)=O)cc12	x	-2	-0.3	-1	2
40	CCc1noc(C)c1C(=O)Nc1sc(C(=O)N(C)C)c(C)c1C(=O)OC	-0.6	4	1.2	4	0
41	COc1cc2ccccc2cc1C(=O)OCC(=O)N(C)c1c(N)n(Cc2ccccc2)c(=O)[nH]c1=O	0.4	-3	-0.4	11	4
42	CN(C(=O)COC(=O)c1ccccc1SCC(=O)N1CCCC1)C1CCS(=O)(=O)C1 (stereo not drawn)	1.0	2	-0.4	-3	-7
43	Cc1noc(C)c1C(=O)N(CC(=O)Nc1ccc(Cl)c(C(F)(F)F)c1)Cc1ccco1	-0.3	14	1.9	-3	0
44	CC(=O)c1sc(NC(=O)C(C)(C)C)nc1C	3.5	26*	-2.5	7	-7
45	CC12CN3CC(C)(CN(C1)C3c1c[nH]c3ccccc13)C2=O (stereo not drawn)	x	6	0.3	1	-2
46	CC(CNC1CCCCC1)OC(=O)c1ccc([N+](=O)[O-])cc1 (stereo not drawn)	x	-16	x	0	-6
47	Cc1ccc2nc(CSc3nnc4ccccn34)cc(=O)n2c1	x	-15	0.5	6	4
48	Cc1cccc(NC(=S)NCCc2ccc3c(c2)OCCO3)c1C	x	-3	-1.7	4	-4

No.	CCHF vOTU inh	Mtb FBA inh	FadD28 binding	BoNT-A LC inh2
37	-6	-4	-3.1	0.0
38	-11	-2	-3.9	u
39	-2	0	-2.5	0.1
40	0	2	-0.6	-1.0
41	-36	20	-3.7	2.0
42	-2	1	-1.7	-3.0
43	12	6	-7.1	0.2
44	4	2	-0.5	-0.4
45	3	1	-1.9	-0.4
46	-2	-2	-0.7	0.0
47	5	0	-0.5	-0.1
48	-2	-1	1.1	-0.7
